# Source: PubChem (National Center for Advancing Translational Sciences (NCATS))
# ASM inhibitor – blocks human secretory acid sphingomyelinase | placental ASM, HMU-PC fluorogenic substrate, 60 min | Potency, µM (doses to about 57.5 µM), without a hit: at the top dose activity change, negative = inhibition, hits mostly inhibitors | 340,000 tested, 0.006% active | AID 504937; note: potency is the fitted concentration of half-maximal effect
# Target sequence (P17405 47-631 limits assumed): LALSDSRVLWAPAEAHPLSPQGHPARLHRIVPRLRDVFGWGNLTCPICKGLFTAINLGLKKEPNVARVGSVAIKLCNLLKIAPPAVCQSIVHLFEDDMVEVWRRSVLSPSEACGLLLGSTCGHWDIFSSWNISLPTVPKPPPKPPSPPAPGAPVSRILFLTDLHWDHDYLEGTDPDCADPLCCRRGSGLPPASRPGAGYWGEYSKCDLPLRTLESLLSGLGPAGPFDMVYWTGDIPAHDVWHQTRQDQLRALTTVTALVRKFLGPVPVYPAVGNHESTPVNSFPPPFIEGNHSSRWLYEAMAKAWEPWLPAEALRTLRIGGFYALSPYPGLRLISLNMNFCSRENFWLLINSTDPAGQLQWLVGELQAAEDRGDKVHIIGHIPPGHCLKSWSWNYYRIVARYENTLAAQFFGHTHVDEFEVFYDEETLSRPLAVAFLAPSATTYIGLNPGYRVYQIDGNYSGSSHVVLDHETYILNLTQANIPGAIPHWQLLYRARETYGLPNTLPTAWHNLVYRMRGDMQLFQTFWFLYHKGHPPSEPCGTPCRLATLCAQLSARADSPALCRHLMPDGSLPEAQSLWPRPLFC
#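 Human placenta-derived ASM preincubated with compound 10 min at room temperature, then reacted with 9 uM (final) fluorogenic HMU-PC substrate for 60 min at 37 C. Stop solution raises pH to 10; fluorescence read at Ex 386/Em 447 nm.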
# PTAP TSG101 blk – blocks PTAP/TSG101 interaction to inhibit HIV-1 budding; Potency, µM (highest dose often 115 µM), inactives show at the top dose activity change, negative = inhibition, actives largely listed as inhibitors; Q99816; 340,000 tested, under 10 active; Fluorescence polarization, FITC-PTAP peptide / Tsg101 binding; AID 493005; active = well fitted inhibition curve with a large enough effect in the main read-out, with a control signal flat, not every such curve was filed as active; inconclusive = small, poorly fitted or top-dose-only effect, or effect the other way, or a change in a side signal; inactive = no such curve, though single readings can be large or run the other way; note: potency is the fitted concentration of half-maximal effect; % of control where 0% means no effect
#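 Tsg101 binding domain (10 uM final) was mixed with compound and a FITC-labeled PTAP peptide (50 nM final) in HEPES pH 7.5 buffer with NaCl, Tween 20, EDTA and TCEP; fluorescence polarization was read after 20 min at r.t.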
# B2AR arrestin – beta2AR (human) beta-arrestin recruitment activity; 330,000 tested, 0.02% active; Potency, µM (top dose mostly 46.1 µM), without a hit: at the highest dose activation, usual class: activators; beta-arrestin recruitment to beta2AR, cell-based reporter; AID 492947;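 note: potency is the fitted concentration of half-maximal effect; 0% = DMSO controls and full agonism = EC100 isoproterenol or metaproterenol; nearly all actives have a fitted effect of over 65% in size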
# Target sequence (P07550 whole entry, looked up): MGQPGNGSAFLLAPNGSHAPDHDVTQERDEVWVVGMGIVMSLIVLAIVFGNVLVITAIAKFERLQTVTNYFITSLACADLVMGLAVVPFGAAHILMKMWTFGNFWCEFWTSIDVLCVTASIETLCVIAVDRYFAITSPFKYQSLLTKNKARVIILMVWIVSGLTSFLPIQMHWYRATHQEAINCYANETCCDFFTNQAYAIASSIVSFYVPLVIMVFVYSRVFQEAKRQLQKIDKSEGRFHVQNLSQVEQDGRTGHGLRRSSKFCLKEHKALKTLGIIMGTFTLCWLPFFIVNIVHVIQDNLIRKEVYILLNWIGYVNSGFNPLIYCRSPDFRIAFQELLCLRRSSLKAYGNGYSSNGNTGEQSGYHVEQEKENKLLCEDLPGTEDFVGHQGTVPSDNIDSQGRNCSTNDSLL
# a7 integrin act – activators of alpha7 integrin expression for muscular dystrophy | 350,000 tested, 0.064% active | AID 624291 | Potency, µM (highest dose often 38.3 µM), for the others: top-dose activation, most hits filed as activators | alpha7betagal myoblasts, beta-gal FDG fluorescence, 48 h;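 note: potency is the fitted concentration of half-maximal effect; 100% = response of the positive control SU9516; nearly all actives have a fitted effect of over 60% in size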
#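 alpha7betagal+/- myoblasts (passage 13, 250/well) treated 48 h at 37C with compounds at 1:260 dilution of DMSO stock. Lysed, then beta-galactosidase activity read as FDG fluorescence (ex 480/em 540) after 30 min, with pre-read for autofluorescence.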
# ELG1 genotoxic – induces genotoxicity in HEK293T cells with luciferase-tagged ELG1. Potency, µM (titrated, usually from 46 µM), for inactives: top-dose activity change, positive = activation, usual class: activators. 330,000 tested, 1.3% active. HEK293T ELG1-luciferase reporter, luminescence, 16 h; note: potency is the fitted concentration of half-maximal effect; % of control where 0% means no effect; nearly all actives have a fitted effect of over 60% in size
#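 HEK293T cells expressing luciferase-tagged ELG1 were exposed to compound or DMSO vehicle for 16 hr at 37 °C and 5% CO2. Luciferase activity was then measured with ONE-Glo after 30 min at room temperature.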
# BRCA1 expr up – BRCA1 expression activation. MCF7-BRCA1-FFLuc reporter, luminescence, 48 h; response scale: scaled: vehicle 0%, 10 µM genistein 100%. 380,000 tested, 1.1% active. Potency, µM (highest dose often 46.1 µM), inactives show at the highest dose activation, actives largely listed as activators. AID 624202; note: potency is the fitted concentration of half-maximal effect; nearly all actives have a fitted effect of over 80% in size; some results filed as inactive show a strong effect at the top dose
#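 MCF7-BRCA1-FFLuc cells, 2000/well in phenol-red-free MEM, attached 2 h then treated 48 h at 37 C. Luciferase luminescence read 15 min after reagent; normalized to genistein maximum activation (10microM) and DMSO, concentration-response fitted.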
# p53 reactivator – restores transcriptional activity of mutant p53; H1299 p53-A138V BP100-luciferase reporter, luminescence, 24 h; Potency, µM (top dose mostly 92.2 µM), inactives show at the top dose activity change, positive = activation, hits mostly activators; 320,000 tested, 0.063% active; note: potency is the fitted concentration of half-maximal effect; % of control where 0% means no effect; nearly all actives have a fitted effect of over 45% in size
#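 p53-null H1299 cells stably carrying temperature-sensitive p53-A138V and a BP100-luciferase reporter were pinned with compounds (4-point, 1:5 series) and held 24 hrs at 37 deg C. Luminescence was read 10 min after detection reagent.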
# TRPV1 agonist – activates the human vanilloid receptor TRPV1; activation, % at 8.33 µM; 320,000 tested, 0.19% active; AID 540275; TRPV1-expressing cells, Fluo-8 calcium influx, agonist mode; in the data active = activation above about 80%; inconclusive = between about 30% and that limit; note: 0% is about no effect
#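 Fluo-8 calcium influx in TRPV1-expressing cells, kinetic read (ex 480/em 520 nm). Compound added and read 3 min for agonist activity, followed by capsaicin at EC20 final and 2 min further read for enhancement.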
# uPA generation – inhibitors of cell surface uPA generation. cell surface uPA generation assay, qHTS. Potency, µM (doses to about 38.3 µM), inactives show top-dose activity change, negative = inhibition, actives largely listed as inhibitors. 330,000 tested, 0.31% active. AID 540303; active = well fitted inhibition curve with a large enough effect; inconclusive = small, poorly fitted or top-dose-only effect; inactive = no such curve, though single readings can be large or run the other way; tested in mouse RAW 264.7 cells; note: potency is the fitted concentration of half-maximal effect; % is set by controls: 0 for no effect and ±100 for the full control effect; nearly all actives have a fitted effect of over 55% in size
# USP2a block – blocks human ubiquitin-specific protease USP2a; O75604; USP2 core, Ub-CHOP2 coupled fluorogenic reporter, 485/531; Potency, µM (series often up to 38.3 µM), inactives show at the highest dose activity change, negative = inhibition, hits mostly inhibitors; 330,000 tested, 0.01% active; AID 463254;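 note: potency is the fitted concentration of half-maximal effect; plate controls were DMSO wells for no effect and full inhibition by NEM control for full effect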
#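 Deubiquitinase activity read as fluorescence (485/531 nm) after Ub-CHOP2 cleavage activates the enterokinase reporter on its substrate; USP2 core 10nM, Ub-CHOP2 and substrate 25nM each, 30min compound preincubation then 60min RT; data normalized to NEM, curves fitted.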
# Eya2 phos inh – inhibitors of human Eya2 phosphatase activity | O00167 | recombinant Eya2, OMFP fluorescence dephosphorylation (OMFP is methylfluorescein phosphate) | Potency, µM (doses to about 76.9 µM), for the others: at the highest dose activity, negative = inhibition, usual class: inhibitors | 330,000 tested, 0.006% active | AID 488837; note: potency is the fitted concentration of half-maximal effect; % is set by controls: 0 for no effect and ±100 for the full control effect
#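 Eya2 protein (added as 0.2 uM solution) was preincubated with compound for 10 min at ambient temperature in 50 mM HEPES pH 7.5, 50 mM NaCl, 5 uM MgCl2, 0.05% BSA, 1 mM DTT. OMFP (added at 50 uM) then reacted 10 min; fluorescence read at 485/525 nm.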
# Active calls of the source: *; i = inactive; ? = inconclusive; . = not tested or not shown; [ ] = dose if it differs, or a comment. Unless noted, calls come from the whole dose curve; as a rule, active = well fitted curve in the direction sought with a large enough effect; inconclusive = small, poorly fitted or top-dose-only effect, or another doubt; inactive = no such curve, though single readings can be large; an effect the other way counts as inactive or inconclusive.
# Each structure is followed by: ASM inhibitor, PTAP TSG101 blk, B2AR arrestin, a7 integrin act, ELG1 genotoxic, BRCA1 expr up, p53 reactivator, TRPV1 agonist, uPA generation, USP2a block, Eya2 phos inh
Cn1cccc1C(C#N)c1ncc(C(F)(F)F)cc1Cl (stereo not given)
 : -3%, -3%, -0.5%, 8%, -11%, -7%, 3%, -3, -5%, 2%, -4%
Cc1ccccc1NC(=O)c1sc(Cl)nc1-c1ccccc1
 : -3%, 0%, ., -27%, ., 0%, ., 2, 2%, ., .
CCNC(=S)NNC(=O)c1cccs1
 : 0%, -2%, -0.2%, -16%, 3%, -10%, 5%, -5, 2%, -1%, 2%
COc1ccc(NC(=O)Nc2ccc3c(c2)C(=O)N([C@H](C)CO)C[C@H](C)[C@@H](CN(C)C(=O)Nc2ccc(C(F)(F)F)cc2)O3)cc1
 : -25%, 4%, 2.0%, 0%, 0%, -3%, 5%, ., -4%, -15%, 10%
Cc1ccc2c(CC(=O)NCC3COc4ccccc4O3)coc2c1 (stereo not given)
 : -6%, -2%, -0.8%, -14%, -1%, -7%, -4%, 5, 5%, -1%, -3%
O=C1COc2ccc(C(=O)COC(=O)c3ccc(S(=O)(=O)C(F)F)cc3)cc2N1
 : -11%, -4%, -0.5%, 1%, -2%, -13%, -5%, 3, -2%, 3%, 12%
CC(=O)Nc1cccc(OC(=O)N2CCOCC2)c1
 : 3%, -2%, 0.0%, 7%, 0%, 4%, -1%, -4, 0%, 1%, 14%
Cc1noc(C)c1CSCC(=O)Nc1cc(Cl)ccc1N1CCCCC1
 : -2%, 1%, -0.2%, -15%, -6%, -32%, 0%, -1, 32%[activator], 1%, -15%
COCCn1nnnc1C(c1ccc2ncccc2c1)N1CCN(c2ccccc2F)CC1 (stereo not given)
 : -2%, -13%, -0.9%, -17%, 1%, 0%, 12%, 3, -14%, -1%, -10%
Cc1cc(C)cc(NC(=O)c2ccc(Cn3nc(C)c(Cl)c3C)o2)c1
 : -2%, -7%, 0.3%, -16%, -7%, -70%, -18%, 3, 2%, -6%, -5%
O=C1/C(=C/c2cccc(Br)c2)SC(=S)N1CCC(=O)N(CCO)c1ccccc1
 : ?, -3%, 0.4%, -50%[inhibitor], -1%, -62%, ?, -8, -22%, -5%, -4%
O=C(NC(=S)Nc1cccc2ncccc12)c1cccs1
 : 0%, -4%, 0.0%, -6%, 0%, -21%, 1%, 9, -17%, 1%, -24%
O=C(NCc1ccc(Cl)cc1)C1CCCN1C(=O)Nc1ccccc1 (stereo not given)
 : 3%, 1%, 0.7%, 1%, 2%, -10%, ., 2, 4%, 1%, -2%
COc1cc(C)nc(-c2csc(C)n2)n1
 : -2%, -6%, 0.3%, -31%, -1%, 1%, 1%, 0, 8%, 0%, ?
O=C(CN(c1cccc([N+](=O)[O-])c1)S(=O)(=O)c1ccccc1)N(Cc1ccccc1)Cc1ccccc1
 : -3%, -1%, -0.1%, -21%, -2%, -16%, 6%, 3, 9%, -2%, -1%
COc1ccc(Br)cc1CNc1ccc(S(N)(=O)=O)cc1
 : 1%, -1%, -0.3%, 2%, -3%, -6%, -5%, 1, 3%, 0%, 11%
Nc1c(C(=O)OCC2CCCO2)c2nc3ccccc3nc2n1C1CCCC1 (stereo not given)
 : i, -8%, 0.0%, -16%, 8%, -76%, 7%, 18, 2%, 1%, 2%
Cc1ccc(SCc2cc(=O)n3[nH]c(C)nc3n2)cc1
 : 3%, -6%, -0.1%, 25%, -3%, 21%, 14%, 2, 5%, -1%, -7%
COc1ccc(NC(=O)Nc2cccc3c2O[C@H](CN(C)C(=O)NC(C)C)[C@@H](C)CN([C@H](C)CO)C3=O)cc1
 : -2%, -1%, 0.2%, -3%, 5%, 9%, 7%, ., -6%, 8%, -2%
CCOc1ncccc1C(=O)N1CCN(S(=O)(=O)c2ccc3ccccc3c2)CC1
 : -3%, -5%, 0.0%, 8%, -3%, -22%, -2%, 2, 2%, 1%, -4%
O=C(Nc1nc(-c2cccs2)c(-c2cccs2)s1)C1(c2ccccc2)CC1
 : 14%, 1%, -1.8%, -16%, 1%, -18%, 3%, 0, 5%, 5%, 6%
COc1ccc(CNC(=O)CC2C(=O)NCCN2C2Cc3ccccc3C2)cc1 (stereo not given)
 : 2%, -4%, -0.8%, -17%, 3%, -3%, 1%, -1, -2%, 0%, -4%
COc1ccccc1CC(=O)Nc1ccon1
 : -1%, -2%, 0.4%, -18%, 1%, 19%, ., 0, 28%, 5%, 5%
CN(C)c1ccc(/C=N/OC(=O)Nc2ccccc2)cc1
 : 2%, -6%, -1.1%, 9%, ?, ?, 21%, 6, -8%, 1%, -5%
Cc1n[nH]c(C)c1C(=O)CC1(O)C(=O)N(CCc2ccccc2)c2ccc(Br)cc21 (stereo not given)
 : -12%, -5%, -0.3%, -13%[7.66 µM], -2%, -6%, 1%, 6, ., 1%, -3%
COc1ccc(NCc2nn(CC(=O)c3ccc(Br)cc3)c3[n+]2CCCCC3)cc1
 : -1%, -4%, 0.2%, -13%, 0%, -19%, 0%, 4, 3%, -1%, 9%
CN(Cc1ccccc1)C(=O)c1cccc(NC(=O)Cc2ccc(NC(=O)C3CCN(C(=O)C4CCCC4)CC3)cc2)c1
 : 1%, -2%, ., 8%, ., -12%, ., ., 10%, ., .
CS(=O)(=O)N1CCC2CC1c1cc(-c3ccccc3)ccc12 (stereo not given)
 : -10%, -4%, ., 39%, ., 9%, ., ., 11%, ., .
CCOC(=O)C1(Cc2cccc(OC)c2)CCCN(Cc2cc(C(C)C)n[nH]2)C1 (stereo not given)
 : -5%, -2%, -0.9%, 8%, -11%, -12%, -3%, -5, -4%, 0%, -8%
CCOC(=O)Nc1nc(-c2ccc(F)cc2F)cs1
 : 5%, 0%, -0.6%, -7%, 14%, ?, 15%, ?, 1%, 1%, 7%
CCOC(=O)c1[nH]c2c(c1C)C(=O)CC(c1ccc(F)cc1)C2 (stereo not given)
 : 0%, 1%, -0.4%, -2%, 1%, -56%, 4%, 1, 1.3µM*, 1%, -11%
COc1cc(OC)cc(C(=O)OCCCOC(=O)c2cc(OC)cc(OC)c2)c1
 : -7%, -10%, 0.2%, 16%, -4%, 16%, 5%, 1, 0%, -1%, -4%
CC1(c2nnc(-c3ccncc3)o2)CC(c2ccccc2)=NO1 (stereo not given)
 : 5%, -5%, ., 43%, ., 10%, ., ., 5%, ., .
CCOc1ccc(Nc2cc(C)nc(-n3nc(C)cc3C)n2)cc1
 : -9%, -6%, -0.2%, -31%, -8%, -76%, 17%, 1, -6%, 1%, -1%
COC(=O)c1ccc(NC(=O)c2snnc2-c2ccccc2)cc1
 : -4%, -7%, -0.2%, 8%, 1%, -13%, -5%, 0, 1%, 2%, -3%
NC(=O)C1CCN(C(=O)C(=O)c2cn(CC(=O)N3CCCCCC3)c3ccccc23)CC1
 : 0%, -4%, -1.0%, -9%, -1%, 5%, -7%, -5, 3%, 1%, -2%
COCC(C)OC(=O)/C(C#N)=C\c1coc2ccc(C)cc2c1=O (stereo not given)
 : 36%[activator], -1%, -1.9%, 14%, -1%, -36%, 20%, 1, -3%, 5%, 13%
CCn1c(CSc2nc3ccccc3s2)nnc1SCC(=O)NCC(=O)OC
 : -5%, -6%, 0.1%, -6%, -2%, -14%, -6%, -6, ., 5%, 14%
COc1ccc(N2C(=O)CC(S/C(N)=N/N=C/c3ccnc4ccccc34)C2=O)cc1 (stereo not given)
 : ., ., -1.8%, ., 1%, ., 8%, 0, ., 3%, -3%
O=C(NCCCN1CCCC1=O)c1c(O)nc2ccccn2c1=O
 : -1%, 2%, -0.5%, 3%, 1%, -3%, -1%, 1, 2%, 3%, -6%
CCCc1nn(C)c(C(=O)Nc2cccc(Cl)c2)c1Cl
 : -7%, -1%, 0.2%, 2%, ?, 3%, ?, ?, -1%, 3%, -4%
COc1ccc(NC(=O)CSc2nccc(C)n2)cc1
 : -1%, -11%, -0.3%, -7%, 2%, 14%, 2%, -3, -2%, 3%, -8%
COc1cccc(C(=O)NNC(=O)c2cccc3ccccc23)c1
 : 1%, 0%, ., 2%, ., 24%, ., ., 2%, ., .
O=C(c1ccc(F)cc1)N1CCN(C2CCCCC2)CC1
 : 203%, -7%, -0.1%, 3%, -2%, -21%, 11%, 6, -5%, 2%, -7%
CCc1nn(CCCC(=O)Nc2ccc(C)cc2C)c(=O)c2cc3occc3n12
 : -1%, 1%, -0.6%, -20%, 0%[9.26 µM], -2%, -6%, 0, 3%, 3%, -9%
